Source: PubChem
KinaseGlo FLuc: Counterscreen for Luciferase (Kinase-Glo TM) Inhibition. hit rate 0.28% among 200,000. AID 1379, 2008. Luciferin 4-monooxygenase (Photuris pensylvanica), Q27757. Kinase-Glo luciferase, ATP luminescence, 8 min. Potency, µM (series often up to 38.3 µM), for inactives: at the highest dose activity change, negative = inhibition, hits mostly inhibitors; note: % is set by controls: 0 for no effect and ±100 for the full control effect; nearly all actives have a fitted effect of over 60% in size
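Compounds were added to a substrate mix at pH 7.2 (50 mM imidazole, 10 uM ATP, within the enzyme's linear range), followed by Kinase-Glo detection reagent; luminescence was measured after 8 minutes at ambient temperature.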
GoLoco inh red: qHTS Assay for Inhibitors of RGS12 GoLoco Motif Activity (Red Fluorophore); Guanine nucleotide-binding protein G(i) subunit alpha-1 (Homo sapiens), P63096; Gai1:RGS12 GoLoco peptide FP, rhodamine, 10 min; Potency, µM (highest dose often 61.6 µM), inactives show at the top dose activity, negative = inhibition, actives largely listed as inhibitors; hit rate 0.44% among 230,000; AID 880, 2007; active = well fitted inhibition curve with a large enough effect, not every such curve was filed as active; inactive = no such curve, though single readings can be large or run the other way; note: % is set by controls: 0 for no effect and ±100 for the full control effect; nearly all actives have a fitted effect of over 30% in size; many of its hits are not listed in these tables
Target sequence (P63096 whole entry, looked up): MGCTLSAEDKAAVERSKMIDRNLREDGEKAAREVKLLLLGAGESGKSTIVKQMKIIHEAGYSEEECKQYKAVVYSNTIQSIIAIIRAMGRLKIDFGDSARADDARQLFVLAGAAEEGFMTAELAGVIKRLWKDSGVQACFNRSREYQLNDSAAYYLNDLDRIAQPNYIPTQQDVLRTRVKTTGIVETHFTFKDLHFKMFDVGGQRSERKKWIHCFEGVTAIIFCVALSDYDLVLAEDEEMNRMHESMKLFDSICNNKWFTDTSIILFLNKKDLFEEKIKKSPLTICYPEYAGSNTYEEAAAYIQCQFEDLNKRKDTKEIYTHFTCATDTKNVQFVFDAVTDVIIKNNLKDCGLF
Epigenetic derep: Quantitative High-Throughput Screen for Regulators of Epigenetic Control | murine LDR cells, GFP reporter derepression, 30 h | Potency, µM (top dose mostly 53.9 µM), for inactives: top-dose GFP activation, usual class: activators | hit rate 0.2% among 280,000 | AID 1865, 2009; note: % of control where 0% means no effect; nearly all actives have a fitted effect of over 60% in size
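In this reporter-derepression format, murine cells bearing a silenced integrated CMV-GFP locus incubate with test compound (30 h, 37 C), then are washed and imaged; fluorescent objects of 20–120 um count as induced cells.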
RECQ1 helicase: qHTS Assay for Inhibitors of RecQ-Like Dna Helicase 1 (RECQ1); ATP-dependent DNA helicase Q1 (Homo sapiens), P46063; RECQ1 DNA unwinding, red fluorescence kinetic read; Potency, µM (doses to about 57.3 µM), without a hit: at the top dose activity, negative = inhibition, most hits filed as inhibitors; hit rate 0.54% among 240,000;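 note: plate controls were vehicle for no effect and no enzyme for full effect; nearly all actives have a fitted effect of over 30% in size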
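50 nM RECQ1T1 preincubated 15 min with compound in Tris pH 8.0 buffer with MgCl2, DTT, Tween-20 and 2.5 ug/ml poly(dI-dC); started with 200 nM TAMRA/BHQ-2 forked duplex and 2 mM ATP. Unwinding read as fluorescence (525/598 nm), two reads 2 h apart.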
IMPase Li cell: qHTS Assay for Identifying the Cell-Membrane Permeable IMPase Inhibitors: Potentiation with Lithium | CHO-M1 cells, IP1 TR-FRET (IP-One), carbachol + lithium | Potency, µM (highest dose often 59.4 µM), for inactives: at the highest dose activity, negative = IMPase inhibition, usual class: inhibitors | hit rate 0.35% among 210,000 | AID 1457, 2008;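 note: IP1 builds up when IMPase is blocked and the TR-FRET signal falls; plate controls were basal vehicle for no effect and high inhibitor control for full effect; nearly all actives have a fitted effect of over 50% in size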
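Readout is a homogeneous TR-FRET IP1 immunoassay (Ex 320, Em 665 and 620), where raised cytosolic IP1 lowers signal. Cells were CHO-M1 treated 30 min at 37C with test compounds plus a little lithium; AC50 values came from Hill-equation fitting.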
KDM4E inh: qHTS Assay for Inhibitors of Human Jumonji Domain Containing 2E (JMJD2E); AID 2147, 2009; Potency, µM (top dose mostly 57.1 µM), without a hit: top-dose activity change, negative = inhibition, most hits filed as inhibitors; hit rate 1.6% among 230,000; Lysine-specific demethylase 4E (Homo sapiens), B2RXH2; JMJD2E catalytic domain, FDH-coupled NADH fluorescence (FDH is formaldehyde dehydrogenase); active = well fitted inhibition curve with a large enough effect, not every such curve was filed as active; inconclusive = small, poorly fitted or top-dose-only effect, or another doubt; inactive = no such curve, though single readings can be large or run the other way;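 note: 0% = wells with enzyme and -100% = buffer wells without enzyme; nearly all actives have a fitted effect of over 50% in size; many of its hits are not listed in these tables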
Target sequence (B2RXH2 1-337 limits assumed): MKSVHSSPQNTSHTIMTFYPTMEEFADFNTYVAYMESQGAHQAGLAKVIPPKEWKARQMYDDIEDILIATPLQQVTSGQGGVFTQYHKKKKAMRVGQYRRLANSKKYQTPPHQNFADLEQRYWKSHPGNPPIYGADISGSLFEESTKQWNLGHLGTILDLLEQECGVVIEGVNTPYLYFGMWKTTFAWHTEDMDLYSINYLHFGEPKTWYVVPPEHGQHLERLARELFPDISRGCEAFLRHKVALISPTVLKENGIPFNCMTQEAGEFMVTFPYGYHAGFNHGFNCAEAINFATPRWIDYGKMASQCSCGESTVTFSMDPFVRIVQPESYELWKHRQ
SMN2 splice up: qHTS Assay for Enhancers of SMN2 Splice Variant Expression; HEK293 SMN2-luciferase splicing reporter, luminescence, 30-36 h; Potency, µM (titrated, usually from 46.1 µM), without a hit: at the top dose activity change, positive = activation, actives largely listed as activators; hit rate 2.8% among 210,000; AID 1458, 2008; note: % of control where 0% means no effect; nearly all actives have a fitted effect of over 55% in size
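HEK293 cells carry an SMN2 minigene-luciferase reporter in which exon 7 inclusion puts luciferase in frame. Cells were seeded at 2000 cells/well, attached for 10-12 hours, then exposed to compounds for 30-36 hours at 37C before ONE-Glo luminescence.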
NPSR antag: qHTS Assay for Antagonists of the Neuropeptide S Receptor: cAMP Signal Transduction; CHO-NPSR cells, cAMP TR-FRET, antagonist mode; hit rate 1% among 220,000; Potency, µM (top dose mostly 38.3 µM), for the others: at the highest dose activity change, negative = inhibition, usual class: inhibitors; Q6W5P4; AID 1461, 2008; note: % is set by controls: 0 for no effect and ±100 for the full control effect; nearly all actives have a fitted effect of over 50% in size; many of its hits are not listed in these tables
Target sequence (Q6W5P4 whole entry, looked up): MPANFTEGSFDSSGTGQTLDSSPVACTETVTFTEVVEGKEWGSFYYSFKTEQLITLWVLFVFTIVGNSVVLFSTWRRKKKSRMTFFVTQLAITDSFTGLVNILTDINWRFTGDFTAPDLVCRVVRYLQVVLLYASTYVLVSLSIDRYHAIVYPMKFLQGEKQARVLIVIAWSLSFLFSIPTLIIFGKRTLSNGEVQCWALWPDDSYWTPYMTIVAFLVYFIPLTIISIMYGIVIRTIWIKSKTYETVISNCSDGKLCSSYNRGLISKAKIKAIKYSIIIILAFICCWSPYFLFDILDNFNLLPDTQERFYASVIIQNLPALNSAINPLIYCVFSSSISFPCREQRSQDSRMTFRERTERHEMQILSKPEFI
Numbers without * were called inactive; i = inactive; ? = inconclusive; · = no result given; & = joins results of further samples; [ ] = another dose, or the depositor's remark. Unless noted, calls come from the whole dose curve; as a rule, active = well fitted curve in the direction sought with a large enough effect; inconclusive = small, poorly fitted or top-dose-only effect, or another doubt; inactive = no such curve, though single readings can be large; an effect the other way counts as inactive or inconclusive. Potency is the fitted concentration of half-maximal effect. Not all compounds are listed; count on the stated rates, not on these rows.

SMILES	KinaseGlo FLuc	GoLoco inh red	Epigenetic derep	RECQ1 helicase	IMPase Li cell	KDM4E inh	SMN2 splice up	NPSR antag
COc1cc(CN2C(=O)C(NC(=O)c3ccco3)(C(F)(F)F)C3=C2CC(C)(C)CC3=O)cc(OC)c1 (stereo unspecified)	-5%	-2%	0.7%	8%	20%[38.3 µM]	-2%	7%	-11%[46.1 µM]
O=C(c1cccc(F)c1)N1CCC2(CCCN(Cc3cc(C(F)(F)F)cc(C(F)(F)F)c3)C2)CC1	-2%	0%	·	i	10%	·	0%	·
CN(C)c1ccc(/C=N/N2CCN(c3ccccn3)CC2)cc1	·	-4%	-1.0%	-1%	·	-21%	·	9%
CCNS(=O)(=O)c1ccc(CCC(=O)NCc2ccccc2)cc1	2%	3%	-1.2%	i	2%	-3%	9%	7%
COc1cc(-c2nnc3n2N=C(c2ccccc2)CS3)cc(OC)c1OC	1%	9%	-2.9%	i	6%[38.3 µM]	1%	2%	5%[46.1 µM]
O=C(COC(=O)c1cccnc1Nc1cccc(C(F)(F)F)c1)NCCN1C(=O)CSC1=O	3%	0%	0.2%	-7%	-3%[38.3 µM]	-6%	-7%	-16%[46.1 µM]
CCN(CC)CCNC(=O)c1ccccc1N	-2%	13%	-1.1%	3%	5%[38.3 µM]	?	6%	-5%[46.1 µM]
Clc1ccc2nc(-c3ccncc3)cc(-c3ccccc3)c2c1	1%	-4%	3.2%	2%	3%	-6%	-18%	4%
CN(C)CCCn1c(=O)n(Cc2ccco2)c(=O)c2c3c(sc21)CCCCC3	·	18%	-0.9%	-2%	·	-2%	·	17%
Cc1cccc(Sc2c([N+](=O)[O-])ncn2C)c1	3%	-2%	-1.1%	-2%	7.9µM*	-4%	·	-5%[46.1 µM]
O=C(CC(c1ccccc1)c1ccccc1)Nc1nn[nH]n1	-2%	-2%	0.0%	0%	-6%	-1%	9%	7%
Cc1nc(N2CCN(Cc3ccccc3)CC2)nc2c1C(=O)CC(C)C2 (stereo unspecified)	-6%	8%	-4.3%	-4%	10%[38.3 µM]	-15%	-19%	-16%[46.1 µM]
Cc1cc(C)cc(N(C(C)C(=O)N2CCCCC2)S(C)(=O)=O)c1 (stereo unspecified)	1%	19%	4.6%	i	8%[38.3 µM]	6%	6%	?
CC(C)(C)NC(=S)NC1CC1	·	5%	-1.4%	-7%	·	1%	·	-4%[7.67 µM]
O=C(Nc1ccc2c(c1)OCO2)C1CC(c2c(F)cccc2Cl)=NO1 (stereo unspecified)	0%	-4%	0.2%	-16%	-3%[38.3 µM]	4%	27%	-22%[46.1 µM]
CC(C)(C)NC(=O)CN(C(=O)c1ccc(Cl)nc1)c1cccc2ccccc12	-2%	13%	0.5%	-2%	8%	0%	-32%[inhibitor]	11%
CCOC(=O)c1cnc(-n2nc(C)cc2C)nc1Nc1ccc(C)cc1	2%	-1%	0.9%	-6%	1%	7%	-49%[inhibitor]	1.3µM*
CC1CCCCN1C(=S)Nc1ccc(OC(F)F)cc1 (stereo unspecified)	-1%	6%	0.0%	-3%	5%	-15%	-11%	8%
CN1CCN(NC(=S)Nc2ccc(OC(F)F)cc2)CC1	3%	8%	0.4%	0%	-1%	5%	4%	9%
Nn1c(SCc2nc3ccccc3[nH]2)nnc1C1CCCCC1	2%	-5%	1.1%	-4%	12%[38.3 µM]	-8%	-13%	-12%[46.1 µM]

Part of the list above, with two lines to a compound:
Every second line gives: KinaseGlo FLuc	GoLoco inh red	Epigenetic derep	RECQ1 helicase	IMPase Li cell	KDM4E inh	SMN2 splice up	NPSR antag
- O=C(COC(=O)c1cccnc1Nc1cccc(C(F)(F)F)c1)NCCN1C(=O)CSC1=O
 : 3%	0%	0.2%	-7%	-3%[38.3 µM]	-6%	-7%	-16%[46.1 µM]
- O=C(c1cccc(F)c1)N1CCC2(CCCN(Cc3cc(C(F)(F)F)cc(C(F)(F)F)c3)C2)CC1
 : -2%	0%	·	i	10%	·	0%	·
- Nn1c(SCc2nc3ccccc3[nH]2)nnc1C1CCCCC1
 : 2%	-5%	1.1%	-4%	12%[38.3 µM]	-8%	-13%	-12%[46.1 µM]

Next part.
SMILES	KinaseGlo FLuc	GoLoco inh red	Epigenetic derep	RECQ1 helicase	IMPase Li cell	KDM4E inh	SMN2 splice up	NPSR antag
Cc1cc(C)nc(NS(=O)(=O)c2ccc(NC(=O)CCCN3C(=O)c4ccccc4C3=O)cc2)n1	15%	4%	-2.8%	i	2%[38.3 µM]	9%	-4%	-15%[7.67 µM]
O=C(O)c1c2ccccc2cc2ccccc12	-1%&-1%	-2%&9%	-1.0%&-0.3%	-9%&2%	12%&4%	?	-12%	·
COc1cc(/C=N/Nc2cccc(C)c2)ccc1OC(=O)c1ccco1	4%	5%	1.0%	-5%	-8%	-1%	15%	-2%
CCCSc1nc2c(cnn2-c2ccccc2)c(=O)[nH]1	-2%	-22%	0.0%	-9%	12%[38.3 µM]	3%	11%	-5%[46.1 µM]
O=[N+]([O-])c1cc(-c2nc(-c3ccncc3)no2)ccc1Cl	-3%	-9%	1.6%	-1%	4%	2%	-12%	-1%
CN(Cc1nc2ccccc2n1C)S(=O)(=O)c1ccc(Cl)cc1	0%	6%	-1.1%	3%	30%[38.3 µM]	-1%	·	-16%[46.1 µM]
COc1ccc(OC)c(-c2csc(NC(=O)C3COc4ccccc4O3)n2)c1 (stereo unspecified)	1%	11%	0.2%	-16%	16%	-11%	-16%	-17%
CCCCNC(=O)CC1N=C2c3ccccc3N=C(SCC(=O)Nc3ccccc3C)N2C1=O (stereo unspecified)	5%	0%	-1.0%	-7%	27%[38.3 µM]	?	-5%	-9%[46.1 µM]
Cc1ccnc(NS(=O)(=O)c2ccc(N3C(=O)c4ccccc4C3=O)cc2)n1	0%	7%	-1.1%	-13%	1%	0%	1%	11%
CCCCN(CC)C(=O)CN1C(=O)c2ccccc2C1=O	-3%	4%	0.0%	i	32%[38.3 µM]	-1%	-14%	-3%[46.1 µM]
CC(=O)c1sc(Nc2nc3cc4c(cc3s2)OCO4)nc1C	3%	-1%	-2.5%	i	19%	-13%	11µM*	-21%
CCNC(=S)N(CCc1c(C)[nH]c2ccc(Cl)cc12)Cc1ccco1	0%	3%	0.3%	-15%	15%	8%	-37%[inhibitor]	-50%
CSCCC(NS(=O)(=O)c1ccc(Cl)cc1)C(=O)OCC(=O)NC1CCCCC1 (stereo unspecified)	2%	2%	0.7%	-8%	6%[38.3 µM]	1%	2%	-23%[46.1 µM]
CCOC(=O)c1nnn(-c2ccc([N+](=O)[O-])cc2[N+](=O)[O-])c1C	-1%	8%	-1.1%	-15%	19%	-3%	-65%[inhibitor]	12%
COc1cc(C(=O)N2CCN(C/C=C/c3ccccc3)CC2)cc(OC)c1OC	-3%	-7%	1.2%	i	4%	1%	-32%[inhibitor]	-17%[46.1 µM]
COc1ccccc1N1CCN(C(=O)C(C)N(c2ccccc2)S(C)(=O)=O)CC1 (stereo unspecified)	5%	1%	-0.7%	-13%	23%[38.3 µM]	4%	-28%	2%[46.1 µM]
Cc1ccc(C(=O)/C=C/c2cn(CN3CCN(C)CC3)c3ccccc23)cc1	-4%	1%	-2.8%	i	19%[38.3 µM]	?	14%	?
COC(=O)Cn1c(CCS(=O)(=O)c2ccc(Cl)cc2)nc2ccccc21	-3%	11%	-0.7%	-16%	16%[38.3 µM]	0%	-17%	-2%[46.1 µM]
COc1ccc(O)cc1	·	2%	·	-12%	5%	·	-11%	·
O=C(O)CCCCCNC(=O)C(=O)C1C(=O)Nc2ccccc21 (stereo unspecified)	·	4%	6.3%	-6%	·	-5%	·	20%
Cc1ccc(N2CC(C(=O)OCC(=O)Nc3ccccc3F)CC2=O)cc1 (stereo unspecified)	1%	0%	-1.4%	-12%	-2%	0%	?	6%
S=C(NCC1CCCO1)N1CCN(c2ccccc2)CC1 (stereo unspecified)	2%	11%	3.5%	-7%	1%	8%	7%	12%
CCNC(=O)COc1cccc2ccccc12	1%	17%	0.0%	0%	27%[38.3 µM]	-2%	-3%	-1%[46.1 µM]
Cc1ccc(SCCC(=O)Nc2c(C)n(C)n(-c3ccccc3)c2=O)cc1	-2%	11%	-0.2%	13%	12%[38.3 µM]	6%	-14%	-2%[46.1 µM]
c1ccc(-n2ncc3c(NC4CCCCCC4)ncnc32)cc1	·	8%	2.4%	i	·	?	·	-42%
COc1ccc(N(CN2C(=O)c3ccccc3C2=O)C(=O)C(C)C)cc1	7%	-9%	3.3%	-13%	7%[38.3 µM]	7%	21%	3%[46.1 µM]
COc1ccc(C2/C(=C(/O)c3ccccc3)C(=O)C(=O)N2c2ccccn2)cc1OC (stereo unspecified)	1%	16%	2.1%	i	3%	-23%	0%	-7%
CCc1nc2ccccc2c(C(=O)OCC(=O)NCc2ccc3c(c2)OCO3)c1C	-1%	-1%	-1.9%	-7%	3%	2%	2%	6%
COc1ccc(Nc2c3c(nc4ccccc24)CCCC3)cc1OC	3%	-7%	1.7%	-11%	25%	9%	-15%	-45%
C/C(=N\NC(=O)C(=O)Nc1c(C)n(C)n(-c2ccccc2)c1=O)c1ccncc1	·	-4%	0.1%	-1%	·	1%	·	4%
C#Cc1ccc(C(=O)Nc2cc(C(N)=O)ccc2N2CCOCC2)cc1	-5%	25%	0.0%	-8%	-1%[38.3 µM]	?	-16%	-2%[46.1 µM]
CCN(CC)c1nc2ccccc2n2cnnc12	-3%	5%	-0.9%	-2%	-2%[38.3 µM]	0%	4%	1%[46.1 µM]
Cc1ccc(Nc2nc(CSc3nnnn3-c3ccccc3)cc(=O)[nH]2)cc1	5%	11%	0.0%	-11%	-3%[38.3 µM]	-10%	-12%	?
CCOC(=O)C1C(=O)NC(c2ccccc2)=NC1c1ccc(F)cc1 (stereo unspecified)	-1%	9%	-0.8%	-8%	9%[38.3 µM]	-2%	-21%	-3%[46.1 µM]
